USP1 inh: inhibitors of human USP1/UAF1 deubiquitinase | recombinant USP1/UAF1, Ub-Rhodamine cleavage fluorescence | Potency, µM (top dose mostly 57.1 µM), without a hit: at the top dose activity change, negative = inhibition, actives largely listed as inhibitors | 390,000 compounds, 0.23% hits; note: potency is the fitted concentration of half-maximal effect; % is set by controls: 0 for no effect and ±100 for the full control effect; nearly all actives have a fitted effect of over 60% in size; inactives centre near -12
Target sequence (O94782 whole entry, looked up): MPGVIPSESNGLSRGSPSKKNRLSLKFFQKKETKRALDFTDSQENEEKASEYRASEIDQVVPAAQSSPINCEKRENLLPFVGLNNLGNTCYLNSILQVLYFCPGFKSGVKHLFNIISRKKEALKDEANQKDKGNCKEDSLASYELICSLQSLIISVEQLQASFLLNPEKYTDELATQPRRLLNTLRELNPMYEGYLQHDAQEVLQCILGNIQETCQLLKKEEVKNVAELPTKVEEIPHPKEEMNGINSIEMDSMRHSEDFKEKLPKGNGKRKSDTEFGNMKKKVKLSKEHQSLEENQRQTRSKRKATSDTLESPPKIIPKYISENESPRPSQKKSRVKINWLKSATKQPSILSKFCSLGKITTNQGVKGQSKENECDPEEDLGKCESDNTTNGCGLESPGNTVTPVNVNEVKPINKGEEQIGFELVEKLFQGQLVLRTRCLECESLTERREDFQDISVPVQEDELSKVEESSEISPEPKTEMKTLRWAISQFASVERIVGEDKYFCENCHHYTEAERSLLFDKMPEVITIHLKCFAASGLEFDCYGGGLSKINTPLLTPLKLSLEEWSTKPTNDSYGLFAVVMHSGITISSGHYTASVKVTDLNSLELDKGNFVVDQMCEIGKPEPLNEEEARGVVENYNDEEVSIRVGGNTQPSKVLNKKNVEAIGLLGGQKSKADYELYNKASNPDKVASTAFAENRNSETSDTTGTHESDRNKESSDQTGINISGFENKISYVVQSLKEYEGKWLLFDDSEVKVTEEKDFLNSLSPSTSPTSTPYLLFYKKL
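1 nM enzyme complex + cpd, 15 min RT; start with Ub-Rho 150nM final; kinetic fluorescence ex 480/em 540, 6 reads q60 s. Buffer 50mM HEPES pH 7.8, 0.5mM EDTA, 0.1 mg/ml BSA, 1mM TCEP, 0.01% Tween-20.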
rTrxR1 inhibitor: blocks rat thioredoxin reductase 1; O89049; recombinant rTrxR1, NADPH fluorescence consumption, selenite substrate; Potency, µM (series often up to 114 µM), for inactives: at the highest dose activity change, negative = inhibition, most hits filed as inhibitors; 390,000 compounds, 1% hits; AID 588453; note: potency is the fitted concentration of half-maximal effect; % is set by controls: 0 for no effect and ±100 for the full control effect; nearly all actives have a fitted effect of over 65% in size
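Rat TrxR1 (90 nM in the dispensed reagent) was pre-reduced with 400 uM NADPH for 5 min at room temperature, then incubated with compound for 15 min. After 400 uM selenite was added, NADPH fluorescence (Ex 340/Em 450 nm) was followed for 8 min.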
LDHA inh: LDHA (human) enzyme inhibition; purified LDHA, NADH/diaphorase-resazurin fluorescence; hits give low values; 480,000 compounds, 0.15% hits; AID 1347041; activity change, % (values are at about 110 or 230 µM); in the data active = activity change below about -30%; inconclusive = mostly about -25% to -30%;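 note: plate controls were DMSO wells for no effect and wells without enzyme for full effect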
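Human LDH5 (2 nM) was incubated with 0.06 mM NADH and 0.2 mM pyruvate for 5 min at room temperature in Tris pH 7.4. Remaining NADH was coupled through diaphorase/resazurin, and resorufin fluorescence was read at 0 and 20 min.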
TrxR1 substrate: is turned over as a substrate by rat TrxR1; O89049; purified TrxR1 substrate turnover, NADPH consumption readout; Potency, µM (doses to about 114 µM), inactives show at the top dose activity change, negative = substrate turnover; 390,000 compounds, 0.01% hits; note: potency is the fitted concentration of half-maximal effect; % is set by controls: 0 for no effect and ±100 for the full control effect; nearly all actives have a fitted effect of over 50% in size
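Rat TrxR1, dispensed at 90 nM, was prereduced with 400 uM NADPH (final) for 5 min at ~22 deg C, then incubated with compound 15 min before 400 uM selenite. A first-read NADPH fluorescence drop versus no-compound background flagged substrates.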
GRP78 ERSR act: inducers of ER stress response in human glioma cells | 420,000 compounds, 0.02% hits | U87-MG GRP78 promoter luciferase reporter, 16 h | Potency, µM, inactives show at the highest dose activation, hits mostly activators; note: potency is the fitted concentration of half-maximal effect; series mostly up to about 76 µM; % of control where 0% means no effect; nearly all actives have a fitted effect of over 35% in size
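Stably transfected U87-MG human glioma cells carrying a GRP78-based luminescent sensor were seeded at 1000 cells/well, pin-dosed with compounds and incubated 16 h. Luciferase reagent was then added, and end-point luminescence was read after 10 min at room temperature.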
RGS4 inhibitor: blocks human RGS4-accelerated GTP hydrolysis | Transcreener GDP fluorescence polarization, RGS4-accelerated GTP hydrolysis | P49798 | Potency, µM (highest dose often 114 µM), for inactives: at the top dose activity change, negative = inhibition, usual class: inhibitors | 390,000 compounds, 0.039% hits | AID 504845; note: potency is the fitted concentration of half-maximal effect; % is set by controls: 0 for no effect and ±100 for the full control effect; nearly all actives have a fitted effect of over 75% in size; some results filed as inactive show a strong effect at the top dose
Target sequence (P49798 whole entry, looked up): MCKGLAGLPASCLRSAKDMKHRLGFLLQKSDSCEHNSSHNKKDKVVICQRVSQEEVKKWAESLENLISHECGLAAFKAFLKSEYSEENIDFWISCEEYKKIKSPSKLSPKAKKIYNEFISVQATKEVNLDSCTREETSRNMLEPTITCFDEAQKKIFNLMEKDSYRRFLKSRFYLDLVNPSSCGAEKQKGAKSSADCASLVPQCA
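MLSMR compounds (23 nl, pin-transferred) preincubated 10 min at room temperature with a 500nM (2x) first reagent, then RGS4 at 900nM (2x) plus Transcreener GDP mix added; fluorescence polarization (620/688 nm) read before and after 90 min at 30 °C.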
Vif-A3F inh: blocks the Vif interaction with APOBEC3F. Potency, µM (top dose mostly 46.1 µM), for inactives: at the top dose activity, negative = active. 390,000 compounds, 0.2% hits. AID 602313. HeLa A3F-eYFP + Vif (tagged APOBEC3F with the HIV-1 protein that degrades it), YFP fluorescence increase; note: potency is the fitted concentration of half-maximal effect; % of control where 0% means no effect; nearly all actives have a fitted effect of over 65% in size
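HeLa cells stably expressing A3F-eYFP plus Vif, plated and incubated overnight at 37 deg C, then exposed to compounds overnight at 37 deg C. Blocked degradation read as raised yellow fluorescence (Ex 488/Em 500-530).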
mIDH1 inhibitor: blocks human mutant IDH1 R132H enzyme. Potency, µM (titrated, usually from 76.6 µM), for inactives: top-dose activity change, negative = inhibition, hits mostly inhibitors. 390,000 compounds, 0.093% hits. O75874. IDH1-R132H enzyme, NADPH consumption, diaphorase/resazurin fluorescence. AID 602179; note: potency is the fitted concentration of half-maximal effect; % is set by controls: 0 for no effect and ±100 for the full control effect; nearly all actives have a fitted effect of over 65% in size
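IDH1-R132H (0.5 ug/mL) preincubated 30 min with compound, then NADPH (0.016 mM) and alpha-KG (2 mM) added; 80 min at RT, pH 7.5. Remaining NADPH coupled via diaphorase/resazurin to fluorescence (540/590 nm); concentration-response curves normalized to no-enzyme control.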
Vif-A3G inh: blocks the Vif interaction with human APOBEC3G | Q9HC16 | HeLa A3G-eYFP + Vif (tagged APOBEC3G with the HIV-1 protein that degrades it), YFP fluorescence, overnight | Potency, µM (highest dose often 46.1 µM), for the others: top-dose activity, negative = active, actives largely listed as inhibitors | 410,000 compounds, 0.076% hits;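 note: potency is the fitted concentration of half-maximal effect; % is set by controls: 0 for no effect and ±100 for the full control effect; nearly all actives have a fitted effect of over 60% in size; hits raise eYFP signal because A3G escapes Vif-driven loss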
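Read-out is eYFP fluorescence (Ex 488/Em 500-530) from Vif-expressing HeLa A3G-eYFP cells; more signal means A3G escaped Vif-mediated degradation. Cells plated overnight, compound pinned in, incubated overnight at 37 deg C.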
* marks the source's active call; other numbers are inactive results; ? = inconclusive; nt = not tested or not shown; & = joins results of further samples; [ ] = remark or other dose. Unless noted, calls come from the whole dose curve; as a rule, active = well fitted curve in the direction sought with a large enough effect; inconclusive = small, poorly fitted or top-dose-only effect, or another doubt; inactive = no such curve, though single readings can be large; an effect the other way counts as inactive or inconclusive.

Molecule	USP1 inh	rTrxR1 inhibitor	LDHA inh	TrxR1 substrate	GRP78 ERSR act	RGS4 inhibitor	Vif-A3F inh	mIDH1 inhibitor	Vif-A3G inh
COC(=O)c1ccc(Oc2c(C(F)(F)F)oc3c(CN4CCN(C)CC4)c(O)ccc3c2=O)cc1	-11.3%	14.4%[57.1 µM]	1.5	4.4%	0.9%	-15.9%	-7.7%	2.5%	-0.1%
COc1ccc(/C=N/Nc2c(Cl)cc(Cl)cc2Cl)cc1CN1CCOCC1	-4.5%	-9.6%	0.7	-14.1%	-3.5%	20.7%	-21.8%	5.2%	-1.6%
O=C(CCNS(=O)(=O)c1ccc(Br)cc1)NCCCSc1ccccc1	-11.8%	17.5%	-5.6	-1.1%	-4.0%	23.2%	-8.8%	-17.6%	1.1%
Cc1ccc(Cl)c(OCCCCN(C)Cc2ccccc2)c1	-13.5%	-23.7%[57.1 µM]	-19.0	-3.8%[57.1 µM]	-6.5%	-6.2%	1.8%	3.7%	-0.6%
C[C@]12c3[nH]c4ccccc4c3CCN1C(=O)C(CC(=O)NCc1ccco1)C[C@@H]2C(=O)N1CCCCC1 (stereo partly drawn)	-10.5%	8.7%	-4.8	-0.4%	-2.7%	-17.6%	7.9%	21.6%	6.9%
CN(C[C@H](Cc1ccccc1)N(C[C@H](CC1CCCCC1)N(CCc1ccccc1)N=O)N=O)N=O	?	14.7%	2.7	0.5%	-1.2%	8.6%	0.1%	-1.3%	-0.7%
Cc1c(C(=O)N2CCN(c3ccc(C(F)(F)F)cn3)CC2)oc2ccccc12	-20.1%	?	0.7	-20.1%	-6.8%	-6.4%[11.4 µM]	-5.8%	7.6%	6.2%
CCC1CCc2c(sc(NC(=O)c3ccco3)c2C(N)=O)C1 (stereo not drawn)	-24.9%	5.1%	1.9	33.6%	8.2%	?	nt	-0.1%	-5.6%
Cc1ccc(C(=O)CC2(O)C(=O)N(C)c3ccccc32)o1 (stereo not drawn)	-15.1%	-15.2%	-4.1	2.5%	0.6%	4.9%	1.9%	9.9%	1.1%
Cn1ccnc1SCC(=O)Nc1ccc([N+](=O)[O-])cn1	-21.4%	4.8%	-1.5	-7.0%	-4.5%	5.0%	-9.8%	0.0%	4.7%
COCc1cc(=O)[nH]c(/N=C(\N)Nc2ccccc2C)n1	-16.5%	-9.2%	-6.1	0.1%	-3.7%	7.1%	6.9%	7.8%	-0.2%
Cc1ccc(-n2c(-c3ccncc3)n[nH]c2=S)cc1	-4.5%	-15.5%[57.1 µM]	-3.6	2.1%[57.1 µM]	-5.1%	-30.7%	-9.8%	9.9%	-1.0%
O=C(CSc1nc2ccccc2s1)NC1CCCc2ccccc21 (stereo not drawn)	-15.7%	11.4%[57.1 µM]	-2.4	-7.7%[57.1 µM]	0.0%	-44.4%	-9.1%	-0.8%	-0.4%
CSc1nnnn1-c1c(C)cccc1C	-8.0%	24.0%	-4.5	3.2%	1.7%	3.3%	1.9%	2.3%	2.3%
CCN(CC)S(=O)(=O)c1ccc(-c2nnc(SCC(=O)N3c4ccccc4CC3C)n2CC)cc1 (stereo not drawn)	-7.8%	-9.3%	-6.4	-7.2%	-5.2%	-22.4%	1.3%	3.5%	-0.1%
CCCn1nc(NS(=O)(=O)c2cccc3nonc23)c2cc3cccc(C)c3nc21	-15.2%	-10.6%	-1.9	-5.4%	-3.0%	?	-5.6%	-9.4%	-10.6%
O=C(CSc1ccc(Cl)cc1)c1ccco1	-6.9%	44.7µM*	6.5	6.5%	1.7%	-48.4%	0.2%	8.4%	2.3%
CCCN1CCC(=O)N([C@H](CN=[N+]=[N-])Cc2ccccc2)CC1	-21.5%	3.4%&-8.9%	-13.0	0.9%&-0.1%	-3.3%&-1.6%	-4.3%	1.5%	2.6%	2.5%&-2.6%
COc1cccc(NC(=O)CN2C(=O)NC(C)(C3CC3)C2=O)c1 (stereo not drawn)	4.0%	7.6%	-6.3	-2.4%	-4.7%	28.5%	-16.0%	6.3%	-0.2%
CC1=NN(c2ccc(C)cc2C)C(=O)C1C(c1cccc(O)c1)C1C(=O)N(c2ccc(C)cc2C)N=C1C (stereo not drawn)	-30.3%	?	7.4	-7.9%	2.8%	?	-3.4%	-1.7%	-2.7%
CCOC(=O)N1CCN(c2nc(C)cc(C(F)(F)F)n2)CC1	-4.3%	-6.0%	-2.1	-2.6%	-2.3%	11.5%	-7.3%	0.7%	-0.2%
COc1ccc(C)cc1NC(=O)CN(C)S(=O)(=O)c1cccs1	-20.4%	11.6%[57.1 µM]	1.0	7.6%[57.1 µM]	-3.3%	-22.0%	5.6%	3.5%	-9.2%
Cc1ccc(NC(=O)Nc2nnc(Cc3ccc([N+](=O)[O-])cc3)s2)cc1	-1.2%	-10.4%	-4.7	-11.7%	3.3%	9.7%	-8.9%	2.3%	2.1%
CC(NC(=O)C(=O)Nc1c2c(nn1-c1ccccc1)CSC2)c1ccccc1 (stereo not drawn)	-4.5%	10.6%[57.1 µM]	-5.4	0.4%[57.1 µM]	-0.8%	8.2%	-9.9%	-18.5%	-13.9%
O=C(NC(Cc1ccccc1)C(=O)O)/C(=C/c1ccccc1)NC(=O)c1ccco1 (stereo not drawn)	-9.7%	3.8%[57.1 µM]	0.8	1.9%[57.1 µM]	0.0%	-14.1%	-5.8%	8.1%	-0.6%
NC(=O)c1ccc(NC(=O)c2ccc(COc3ccccc3Br)cc2)cc1	-8.2%	1.3%	1.1	8.0%	3.0%	-1.9%	?	3.7%	-0.5%
CN1CCN(S(=O)(=O)c2ccc(NC(=O)c3ccc(F)cc3)cc2)CC1	-20.3%	1.1%	-7.5	-2.9%	0.9%	-11.7%	-0.2%	-2.1%	0.5%
COc1ccc(NC(=O)/C(C#N)=C/c2ccc(-c3ccccc3C(=O)O)o2)cc1	-23.5%	-1.5%	-16.5	-11.1%	7.1%	19.8%	13.6%	19.2%	-4.7%
CO/N=C(\CCC(=O)O)c1cccs1	-13.1%	3.8%	-8.5	-3.9%	-4.5%	31.2%	0.7%	0.4%	-12.5%
Cc1ccc(C)c(S(=O)(=O)N2CCN(CC(=O)Nc3ccc4c(c3)OCCO4)CC2)c1	-8.9%	3.9%	0.0	-7.7%	-0.8%	-7.2%	-8.2%	12.1%	-4.5%
Cc1cc(Cl)ccc1OCCCC(=O)NO	-19.0%	16.4%&14.6%	3.8&7.2	2.9%&3.9%	?	20.8%	0.5%	9.5%	-16.5%
CC(=O)c1cc(C#N)c(SCC(=O)Nc2nccs2)nc1C	-16.6%	12.5%	0.7	4.2%	-0.1%	-14.3%	-7.4%	13.6%	-4.8%
CC(=O)c1ccc(NC(=O)CSc2nnc3ccc(-c4ccc(F)cc4)nn23)cc1	-15.7%	-0.9%[57.1 µM]	-7.1	-3.7%[57.1 µM]	0.3%	5.5%	-2.2%	-5.8%	-0.5%
Cc1cccc(NC(=O)CCCN=C2NS(=O)(=O)c3ccccc32)c1C	2.5%	-3.7%	-2.5	-9.1%	-1.9%	-4.0%	-26.5%	-15.9%	1.8%
O=C(c1ccco1)N1CCN(S(=O)(=O)c2ccc(Oc3ccccc3)cc2)CC1	-13.0%	7.4%[57.1 µM]	-9.3	4.0%	-0.6%	-16.2%	3.5%	-4.5%	1.9%
C=CCSc1nc2ccccc2c(=O)n1C1CCOC(C)(C)C1 (stereo not drawn)	-13.9%	4.3%	-3.1	-3.6%	-2.0%	2.2%	0.2%	4.4%	0.2%
O=C(Nc1ccc(S(=O)(=O)Nc2cnc3ccccc3n2)cc1)c1ccc(Cl)c([N+](=O)[O-])c1	-17.1%	?	-4.8	-4.2%	?	20.0%	-1.6%	-2.0%	-8.1%
Cc1ccc(C(=O)N/C(=C\c2cn(C)c3ccccc23)C(=O)NCCN2CCOCC2)cc1	3.2%	?	-0.3	-12.3%	-4.7%	0.5%	-1.2%	-0.3%	-9.8%
O=C(NCCCc1nc2ccccc2n1Cc1ccc(Cl)cc1)c1ccco1	?	-5.3%	-7.5	1.3%	nt	-15.3%	nt	nt	nt
O=C(O)c1ccc(-c2nc3ccccc3s2)o1	-13.1%	?	-4.7	51.1%[activator]	-15.3%	6.6%[11.4 µM]	-9.4%	5.1%	4.7%
COc1cccc(/C=N/N2CCN(Cc3ccccc3)CC2)c1O	-7.0%	-6.2%[57.1 µM]	1.5	-1.2%[57.1 µM]	3.2%	7.4%	-12.2%	1.3%	0.0%
C=CCn1c2ccccc2c2nnc(SCCN3CCOCC3)nc21	-16.0%	-3.5%	0.5	-6.5%	-0.1%	-14.5%	0.9%	0.9%	2.0%

Source: PubChem (National Center for Advancing Translational Sciences (NCATS))

This is a subset; count on the stated rates, not on these rows.
